Screening data deposited in PubChem by several laboratories.
AHR act: activators of human aryl hydrocarbon receptor; AHR-responsive luciferase reporter cells, luminescence; AID 2796; activation, % at 5 µM; hit rate 2.5% among 320,000; P35869; in the data active means activation above about 47%;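 further: 0% = vehicle wells and 100% = reference agonist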
Target sequence (P35869 whole entry, looked up): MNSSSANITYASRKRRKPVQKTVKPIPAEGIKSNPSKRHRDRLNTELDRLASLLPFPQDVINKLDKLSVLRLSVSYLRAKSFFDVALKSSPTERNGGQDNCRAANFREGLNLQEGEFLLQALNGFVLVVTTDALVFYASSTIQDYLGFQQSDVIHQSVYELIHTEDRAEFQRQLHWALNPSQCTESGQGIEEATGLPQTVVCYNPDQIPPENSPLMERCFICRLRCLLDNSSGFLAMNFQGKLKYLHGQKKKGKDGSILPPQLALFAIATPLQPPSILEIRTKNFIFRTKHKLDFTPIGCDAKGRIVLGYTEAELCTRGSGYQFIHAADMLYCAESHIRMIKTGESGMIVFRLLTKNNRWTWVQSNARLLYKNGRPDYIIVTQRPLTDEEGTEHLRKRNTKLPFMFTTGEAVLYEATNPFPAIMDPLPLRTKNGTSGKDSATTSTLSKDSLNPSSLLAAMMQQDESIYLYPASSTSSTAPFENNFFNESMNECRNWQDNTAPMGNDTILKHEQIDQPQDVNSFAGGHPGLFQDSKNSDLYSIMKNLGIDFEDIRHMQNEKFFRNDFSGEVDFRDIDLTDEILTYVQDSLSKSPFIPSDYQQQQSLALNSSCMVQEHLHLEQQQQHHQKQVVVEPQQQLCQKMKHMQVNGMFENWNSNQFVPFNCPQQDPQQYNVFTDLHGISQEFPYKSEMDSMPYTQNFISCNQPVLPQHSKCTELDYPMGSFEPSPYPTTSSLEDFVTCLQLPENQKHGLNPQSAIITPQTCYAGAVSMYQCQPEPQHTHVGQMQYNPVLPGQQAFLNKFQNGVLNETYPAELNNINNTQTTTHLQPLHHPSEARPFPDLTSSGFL
CIT2-GFP yeast: modulators of TOR pathway CIT2-GFP in S. cerevisiae; S. cerevisiae CIT2-GFP strain, flow cytometry, 3 h; 100 means same as DMSO wells; GFP response vs DMSO, % at 10 µM; hit rate 0.065% among 320,000; AID 2029;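 active means GFP response relative to DMSO above a set limit, near the screen mean plus 3 SD, cut at about 150% in these data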;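 further: ratio of well median GFP fluorescence to mean of DMSO wells on the plate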
CR mimetic SO: yeast age-related superoxide inhibition as caloric restriction mimetic; S. cerevisiae aged cells, superoxide DHE fluorescence; hits give low values; superoxide response (% of plate mean), % at 10 µM; hit rate 0.18% among 330,000;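 active means superoxide response under a set limit, about three screen SD below normal, cut at about 65% in these data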;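 further: yeast aged for seven days with compound at 30 °C before DHE staining; 100% = average MFI of all compound-treated wells on the plate with controls excluded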
RPL19A TOR yeast: alters RPL19A-GFP fluorescence in TOR pathway yeast screen | S. cerevisiae RPL19A-GFP strain, flow cytometry, 3 h; hits give low values | percent response vs DMSO, % at 10 µM | hit rate 0.3% among 330,000 | AID 2025;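 active means percent response vs DMSO below 50%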;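 further: median channel GFP fluorescence of the barcoded RPL19A-GFP strain; ratio of sample median GFP to plate DMSO average so 100% = DMSO; lower means less RPL19A-GFP as with rapamycin TOR inhibition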
AGP1 TOR yeast: yeast TOR pathway AGP1-GFP modulation | S. cerevisiae AGP1-GFP multiplex flow cytometry, 3 h; GFP as percent of DMSO wells | GFP response vs DMSO, % at 10 µM | hit rate 0.02% among 320,000 | AID 2066;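 active means GFP response relative to DMSO above a set limit, near screen average plus 3 SD, cut at about 150% in these data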;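 further: median GFP channel fluorescence of the gated AGP1 strain per well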
LAP4 TOR yeast: yeast TOR pathway LAP4-GFP modulation; hit rate 0.34% among 320,000; GFP response vs DMSO, % at 10 µM; S. cerevisiae LAP4-GFP multiplex, flow cytometry GFP, 3 h; median GFP as percent of DMSO wells;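 active means GFP response vs DMSO above a set limit, about the screen mean plus 3 SD, cut at about 150% in these data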
Efflux pump inh: blocks antifungal efflux pumps in multiplex yeast assay; AID 485275; inhibition, % at 10 µM; hit rate 0.44% among 330,000; S. cerevisiae Candida pump triplex, Nile Red efflux;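 active means plate passing quality check with inhibition over a set limit, or well fluorescence over plate mean plus 4 SD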;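 further: Nile Red retained in pooled yeast measured as flow cytometry median fluorescence; 0% = buffer negative control and 100% = Enniatin B positive control; higher means more Nile Red kept so more efflux inhibition; some compounds called inactive have numbers as strong as hits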
MEP2-GFP yeast: modulators of TOR pathway MEP2-GFP in S. cerevisiae; S. cerevisiae MEP2-GFP strain, flow cytometry GFP, 3 h; 100% = DMSO control level; GFP response vs DMSO, % at 10 µM; hit rate 0.51% among 330,000;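 active means GFP response versus DMSO above a set limit, roughly screen mean plus 3 SD, cut at about 180% in these data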;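 further: median GFP fluorescence of the barcode-gated MEP2-GFP cells per well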
Active calls of the source: *. Compounds were not picked by outcome, and some 3.9% of all compounds hit somewhere here.

Screening O=C1N=C(N2CCOCC2)S/C1=C\c1ccc(OS(=O)(=O)c2ccccc2)cc1 returned AHR act 2, CIT2-GFP yeast 97, CR mimetic SO 94, RPL19A TOR yeast 101, AGP1 TOR yeast 100, LAP4 TOR yeast 96, Efflux pump inh 0.1 and MEP2-GFP yeast 95.
`COc1ccc(C(=O)Nc2cnccn2)cc1[N+](=O)[O-]` gave AHR act 19, CIT2-GFP yeast 93, CR mimetic SO 103, RPL19A TOR yeast 101, AGP1 TOR yeast 97, LAP4 TOR yeast 88, Efflux pump inh -4.0 and MEP2-GFP yeast 91.
For CCCCN(C(=O)CSCC(=O)Nc1ccc(C)cc1)c1c(N)n(Cc2ccccc2)c(=O)[nH]c1=O the results were AHR act 1, CIT2-GFP yeast 95, CR mimetic SO 112, RPL19A TOR yeast 92, AGP1 TOR yeast 100, LAP4 TOR yeast 103, Efflux pump inh 0.0 and MEP2-GFP yeast 99.
`CCOc1ccc(CCNC(=O)Cn2c(=O)c3cccn3c3cccnc32)cc1` gave AHR act 2, CIT2-GFP yeast 97, CR mimetic SO 86, RPL19A TOR yeast 97, AGP1 TOR yeast 98, LAP4 TOR yeast 93, Efflux pump inh -0.1 and MEP2-GFP yeast 95.
O=C1CCCC/C1=C/Nc1ccc(C(=O)O)cc1 was read as AHR act 0, CIT2-GFP yeast 99, CR mimetic SO 100, RPL19A TOR yeast 102, AGP1 TOR yeast 107, LAP4 TOR yeast 101, Efflux pump inh -0.1 and MEP2-GFP yeast 104.
Screening CCC(Oc1ccc(C)cc1)C(=O)Nc1ccc(S(=O)(=O)Nc2nccs2)cc1 (stereo not drawn) returned AHR act -2, CIT2-GFP yeast 87, CR mimetic SO 96, RPL19A TOR yeast 99, AGP1 TOR yeast 98, LAP4 TOR yeast 80, Efflux pump inh -0.1 and MEP2-GFP yeast 100.
O=C(Nc1ccccc1)c1nnsc1S(=O)(=O)c1ccc(Cl)cc1 was read as AHR act 5, CIT2-GFP yeast 62, CR mimetic SO 90, RPL19A TOR yeast 47*, AGP1 TOR yeast 58, LAP4 TOR yeast 187*, Efflux pump inh 1.2 and MEP2-GFP yeast 79.
COCc1cc(C)nc(N2CCc3ccccc32)c1C#N was read as AHR act 20, CIT2-GFP yeast 79, CR mimetic SO 108, RPL19A TOR yeast 93, AGP1 TOR yeast 82, LAP4 TOR yeast 98, Efflux pump inh 0.0 and MEP2-GFP yeast 88.
Screening [O-][N+]12CCCCC1CCCC2CO (stereo not drawn) returned AHR act -1, CIT2-GFP yeast 91, CR mimetic SO 95, RPL19A TOR yeast 98, AGP1 TOR yeast 108, LAP4 TOR yeast 121, Efflux pump inh 0.0 and MEP2-GFP yeast 104.
`COCCn1c(SCC(=O)N2CCC(C)CC2)nc2c(c1=O)SCC2` gave AHR act -1, CIT2-GFP yeast 100, CR mimetic SO 102, RPL19A TOR yeast 106, AGP1 TOR yeast 102, LAP4 TOR yeast 91, Efflux pump inh 0.0 and MEP2-GFP yeast 96.
For COC(=O)c1onc(-c2c(OC)cc(OC)cc2OC)c1C(=O)OC the results were AHR act -3, CIT2-GFP yeast 107, CR mimetic SO 104, RPL19A TOR yeast 98, AGP1 TOR yeast 99, LAP4 TOR yeast 101, Efflux pump inh -0.1 and MEP2-GFP yeast 106.
CCOC(=O)c1nn(-c2ccccc2)c(-c2ccccc2)c1C(=O)c1ccccc1 was read as AHR act 2, CIT2-GFP yeast 102, CR mimetic SO 90, RPL19A TOR yeast 96, AGP1 TOR yeast 105, LAP4 TOR yeast 99, Efflux pump inh -0.3 and MEP2-GFP yeast 100.
`CNC(=O)C1CC(=O)N(c2ccc(C)cc2)C1` (stereo not drawn) gave AHR act -3, CIT2-GFP yeast 98, CR mimetic SO 94, AGP1 TOR yeast 92, LAP4 TOR yeast 93, Efflux pump inh -0.5 and MEP2-GFP yeast 95.
`O=C(CSc1nc2cc(C(F)(F)F)ccc2n1Cc1ccccc1)NC1CCS(=O)(=O)C1` (stereo not drawn) gave AHR act 44, CIT2-GFP yeast 114, CR mimetic SO 98, RPL19A TOR yeast 106, AGP1 TOR yeast 107, LAP4 TOR yeast 109, Efflux pump inh -0.1 and MEP2-GFP yeast 108.
Screening O=c1oc2cc(O)ccc2cc1-c1nc2c(s1)CCc1ccccc1-2 returned AHR act 14, CIT2-GFP yeast 88, CR mimetic SO 101, RPL19A TOR yeast 95, AGP1 TOR yeast 84, LAP4 TOR yeast 113, Efflux pump inh 0.5 and MEP2-GFP yeast 103.
For COC(=O)C1=C(C)NC(=O)NC1c1ccc(-c2ccccc2Cl)o1 (stereo not drawn) the results were AHR act 4, CIT2-GFP yeast 89, CR mimetic SO 95, RPL19A TOR yeast 94, AGP1 TOR yeast 99, LAP4 TOR yeast 99, Efflux pump inh -0.1 and MEP2-GFP yeast 101.
For O=C(Nc1nnc(CCS(=O)(=O)c2ccc3ccccc3c2)s1)c1cccs1 the results were AHR act 2, CIT2-GFP yeast 105, CR mimetic SO 96, RPL19A TOR yeast 101, AGP1 TOR yeast 106, LAP4 TOR yeast 97, Efflux pump inh -0.2 and MEP2-GFP yeast 100.
Screening CCCC(=O)NC(=S)Nc1cccc(NC(=O)c2ccc(Cl)cc2Cl)c1 returned AHR act 4, CIT2-GFP yeast 100, CR mimetic SO 95, RPL19A TOR yeast 98, AGP1 TOR yeast 100, LAP4 TOR yeast 99, Efflux pump inh 0.1 and MEP2-GFP yeast 100.
CCCCc1nnc(NC(=O)c2ccc(N3CCCC3=O)cc2)s1 was read as AHR act 8, CIT2-GFP yeast 93, CR mimetic SO 104, RPL19A TOR yeast 98, AGP1 TOR yeast 98, LAP4 TOR yeast 99, Efflux pump inh 0.2 and MEP2-GFP yeast 93.
`CCc1ccc(CN2CCCC(C(=O)Nc3ccccc3-c3ccc(OC)cc3)C2)o1` (stereo not drawn) gave AHR act 7, CIT2-GFP yeast 106, CR mimetic SO 103, RPL19A TOR yeast 105, AGP1 TOR yeast 111, LAP4 TOR yeast 96, Efflux pump inh 0.2 and MEP2-GFP yeast 107.
`Cc1ccc(CN2CCC(Oc3cccc(C(=O)NCc4cccnc4)c3)CC2)o1` gave AHR act 8, CIT2-GFP yeast 113, CR mimetic SO 98, RPL19A TOR yeast 113, AGP1 TOR yeast 112, LAP4 TOR yeast 106, Efflux pump inh -0.1 and MEP2-GFP yeast 125.
For CCc1nn(C(C)C(=O)N2CCN(c3ccccc3)CC2)c(=O)c2cc3occc3n12 (stereo not drawn) the results were AHR act 5, CIT2-GFP yeast 100, CR mimetic SO 97, RPL19A TOR yeast 105, AGP1 TOR yeast 105, LAP4 TOR yeast 102, Efflux pump inh 0.3 and MEP2-GFP yeast 105.
`COc1ccccc1N1CCN(S(=O)(=O)c2cc(Br)cnc2N)CC1` gave AHR act 3, CIT2-GFP yeast 104, CR mimetic SO 110, RPL19A TOR yeast 102, AGP1 TOR yeast 107, LAP4 TOR yeast 106, Efflux pump inh -0.1 and MEP2-GFP yeast 104.
For O=[N+]([O-])c1cccc(S(=O)(=O)[N-]c2nc3ccccc3nc2-n2cc[n+](Cc3ccccc3)c2)c1 the results were AHR act 4, CIT2-GFP yeast 97, CR mimetic SO 107, RPL19A TOR yeast 93, AGP1 TOR yeast 101, LAP4 TOR yeast 104, Efflux pump inh -0.1 and MEP2-GFP yeast 110.
`c1ccc2nc3c(cc2c1)CCCCC3` gave AHR act 0, CIT2-GFP yeast 105, CR mimetic SO 88, RPL19A TOR yeast 102, AGP1 TOR yeast 105, LAP4 TOR yeast 106, Efflux pump inh -0.1 and MEP2-GFP yeast 98.
Screening COc1cccc(C(=O)N2CCCC(Nc3ccc(C)c(C)c3)C2)c1 (stereo not drawn) returned AHR act 45, CIT2-GFP yeast 107, CR mimetic SO 94, RPL19A TOR yeast 106, AGP1 TOR yeast 105, LAP4 TOR yeast 107, Efflux pump inh 0.1 and MEP2-GFP yeast 105.
Screening COC(=O)C1=C(C)OC(N)=C(C#N)C1c1cc(C)sc1C (stereo not drawn) returned AHR act -5, CIT2-GFP yeast 97, CR mimetic SO 80, RPL19A TOR yeast 97, AGP1 TOR yeast 97, Efflux pump inh -0.2 and MEP2-GFP yeast 99.
Screening O=C(Nc1cc(Cl)c(O)c(Cl)c1)C1CCCO1 (stereo not drawn) returned AHR act 0, CIT2-GFP yeast 110, CR mimetic SO 101, RPL19A TOR yeast 104, AGP1 TOR yeast 111, LAP4 TOR yeast 98, Efflux pump inh 0.0 and MEP2-GFP yeast 108.
For CC(C)c1c(O)nc(SCCN2CCOCC2)[nH]c1=O the results were AHR act 0, CIT2-GFP yeast 95, CR mimetic SO 121, RPL19A TOR yeast 102, AGP1 TOR yeast 108, LAP4 TOR yeast 109, Efflux pump inh 0.4 and MEP2-GFP yeast 107.
`CN(C)S(=O)(=O)c1ccc2oc(SCC(N)=O)nc2c1` gave AHR act 4, CIT2-GFP yeast 87, CR mimetic SO 114, RPL19A TOR yeast 89, AGP1 TOR yeast 87, LAP4 TOR yeast 91, Efflux pump inh 0.1 and MEP2-GFP yeast 92.
CN(Cc1ccccc1)C(=O)Cc1ccccc1 was read as AHR act -1, CIT2-GFP yeast 102, CR mimetic SO 100, RPL19A TOR yeast 100, AGP1 TOR yeast 102, LAP4 TOR yeast 98, Efflux pump inh -0.1 and MEP2-GFP yeast 104.
`CN1CCN(S(=O)(=O)Cc2ccccc2Cl)CC1` gave AHR act -1, CIT2-GFP yeast 110, CR mimetic SO 116, RPL19A TOR yeast 100, AGP1 TOR yeast 103, LAP4 TOR yeast 97, Efflux pump inh -0.3 and MEP2-GFP yeast 102.
CCOc1ccc(S(=O)(=O)Nc2ccccc2SC)cc1 was read as AHR act 2, CIT2-GFP yeast 98, CR mimetic SO 111, RPL19A TOR yeast 99, AGP1 TOR yeast 99, LAP4 TOR yeast 103, Efflux pump inh 0.0 and MEP2-GFP yeast 104.
Screening O=C(COC(=O)c1ccccc1Cl)NCCC1=CCCCC1 returned AHR act 0, CIT2-GFP yeast 98, CR mimetic SO 100, RPL19A TOR yeast 109, AGP1 TOR yeast 113, LAP4 TOR yeast 100, Efflux pump inh 0.1 and MEP2-GFP yeast 108.
`COCCCNC(=O)CSc1nc2ccccc2c(=O)n1CCC(=O)NCCc1ccc(OC)c(OC)c1` gave AHR act 4, CIT2-GFP yeast 135, CR mimetic SO 90, RPL19A TOR yeast 103, AGP1 TOR yeast 122, LAP4 TOR yeast 106, Efflux pump inh 0.1 and MEP2-GFP yeast 103.

Gathered by group: those above with a cyano group.
COCc1cc(C)nc(N2CCc3ccccc32)c1C#N was read as AHR act 20, CIT2-GFP yeast 79, CR mimetic SO 108, RPL19A TOR yeast 93, AGP1 TOR yeast 82, LAP4 TOR yeast 98, Efflux pump inh 0.0 and MEP2-GFP yeast 88.
Screening COC(=O)C1=C(C)OC(N)=C(C#N)C1c1cc(C)sc1C (stereo not drawn) returned AHR act -5, CIT2-GFP yeast 97, CR mimetic SO 80, RPL19A TOR yeast 97, AGP1 TOR yeast 97, Efflux pump inh -0.2 and MEP2-GFP yeast 99.

Structures above that contain a thiophene ring, fused or not:
For O=C(Nc1nnc(CCS(=O)(=O)c2ccc3ccccc3c2)s1)c1cccs1 the results were AHR act 2, CIT2-GFP yeast 105, CR mimetic SO 96, RPL19A TOR yeast 101, AGP1 TOR yeast 106, LAP4 TOR yeast 97, Efflux pump inh -0.2 and MEP2-GFP yeast 100.
Screening COC(=O)C1=C(C)OC(N)=C(C#N)C1c1cc(C)sc1C (stereo not drawn) returned AHR act -5, CIT2-GFP yeast 97, CR mimetic SO 80, RPL19A TOR yeast 97, AGP1 TOR yeast 97, Efflux pump inh -0.2 and MEP2-GFP yeast 99.
